RGS4-Gao reg = human RGS4-Galphao interaction regulation; Multiplexed bead flow cytometry, RGS4-Galphao binding; actives lie on both sides; binding response (% of control), % at 10 µM; 220,000 tested, 0.33% active; AID 1415; in the data active means binding response below about 49% or above about 150%; inactive means in between;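 further: fluorescent Galphao activated with aluminum fluoride binding bead-coupled RGS4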
Target sequence (P09471 whole entry, looked up): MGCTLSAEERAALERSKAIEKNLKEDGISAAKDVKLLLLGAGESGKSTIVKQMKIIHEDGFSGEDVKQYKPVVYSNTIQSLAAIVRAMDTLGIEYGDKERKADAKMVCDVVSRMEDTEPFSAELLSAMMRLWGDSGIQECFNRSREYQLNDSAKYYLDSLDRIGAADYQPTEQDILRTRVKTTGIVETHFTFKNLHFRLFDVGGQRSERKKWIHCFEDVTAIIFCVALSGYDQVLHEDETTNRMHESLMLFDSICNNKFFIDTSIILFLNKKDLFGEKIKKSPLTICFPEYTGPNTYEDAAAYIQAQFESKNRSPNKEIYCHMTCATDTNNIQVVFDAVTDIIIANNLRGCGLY
RGS8-Gao = human RGS8-Galphao interaction regulation. P09471. multiplexed bead flow cytometry, RGS8-Galphao binding; actives lie on both sides. response (percent of control binding), % at 10 µM. 220,000 tested, 0.34% active; in the data active means response below about 60% or above about 140%; inactive means in between;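 further: Galphao activated as the GDP aluminium fluoride complex binding bead-coupled RGS8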
RGS7-Gao = human RGS7-Galphao interaction regulation; P09471; Multiplexed bead flow cytometry, RGS7-Galphao binding; actives lie on both sides; binding response (% of control), % at 10 µM; 220,000 tested, 0.35% active; in the data active means binding response below about 49% or above about 150%; inconclusive means no clear call, values can overlap the other calls; inactive means in between;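 further: fluorescent Galphao held in activated GDP-AlF4 state binding bead-coupled RGS7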
* hit, by the source's call; ? = inconclusive; nt = no result given. Not all compounds are listed; rates above refer to the full screens.

RGS4-Gao reg,RGS8-Gao,RGS7-Gao,mol
98,99,?,Cc1cccc(Cn2c(SCCN3CCCCC3)nc3c2c(=O)[nH]c(=O)n3C)c1
114,100,?,O=c1cc(O)c2sc(Nc3ccc(Cl)c(F)c3)nc2[nH]1
93,98,?,CCn1nc(C)c(CNCc2cn[nH]c2-c2cc3ccccc3o2)c1C
103,101,?,COc1ccc(NC(=O)CC(CC(=O)O)c2cc(OC)c(OC)c(OC)c2)cc1 (stereo unspecified)
100,102,?,Cc1c([N+](=O)[O-])c(C/C=N/O)nn1C
86,96,?,CC(C)[C@@H]1CC[C@@H](C)C[C@H]1OC(=O)C[n+]1cc(-c2ccc(Cl)cc2)n2c1CCCCC2
94,98,?,CN(c1ccccc1)S(=O)(=O)c1cccc(NC(=O)c2ccncc2)c1
100,101,?,O=C(O)c1ccccc1C(=O)c1ccc(Cl)cc1
95,98,?,CCCCCCNC(=O)N1C/C=C\C(c2ccc(OC)cc2)N(Cc2ccc(F)cc2)C(=O)C1 (stereo unspecified)
104,100,?,O=S(=O)(c1ccc(F)cc1)N1CC=C(c2ccccc2)CC1
99,102,?,COc1ccccc1C1CCN(C(=O)c2cnn(-c3ccccc3)c2C)CC1
98,101,?,CN1C(=O)C2(NC(=O)c3ccccc3N2C)c2ccccc21 (stereo unspecified)
90,96,?,O=C(N/N=C/c1cccc(Cl)c1)C(c1ccncc1)N1CCOCC1 (stereo unspecified)
101,102,?,CCN(CC)CCNc1ncnc2c1sc1nc(N3CCOCC3)c3c(c12)CCCC3
105,99,?,Cn1cc(/C=N/NC(=O)c2cc3cc(Br)ccc3o2)c2ccccc21
100,102,?,CN(C)S(=O)(=O)c1ccc(NC(=O)CSc2nnnn2C)cc1
103,103,?,Cc1cccc(-c2n[nH]c(=S)n2/N=C/c2cccs2)c1
100,103,?,COCCNC(=S)N1CCN(C)CC1
104,105,?,Cc1cccc2c1-c1sc(C(=O)NCCCN3CCc4ccccc4C3)cc1CO2
107,105,?,O=C(CC1C=Cc2ccccc2N1C(=O)c1ccccc1)c1ccccc1 (stereo unspecified)
100,100,?,COC(=O)C1=C(C)N(c2ccc(OC)cc2)C(C)=C(C(=O)OC)C1c1ccc(OC)cc1
100,101,?,S=C1NCN(CCc2ccccc2)CN1
106,102,?,Cc1cc(C)c2c(c1)/C(=N\N=c1\sc3ccccc3n1C)C(=O)N2
104,102,?,CCN(CC)S(=O)(=O)c1cccc(-n2c(O)c(C=Nc3ccccc3C(=O)O)c3ccccc3c2=O)c1
101,105,?,O=C(NCCCCCc1nc2ccccc2[nH]1)c1ccccc1Cl

RGS4-Gao reg,RGS8-Gao,RGS7-Gao,mol
115,100,?,C=CCC(Nc1ccccc1)c1ccc(OC)c(OC)c1 (stereo unspecified)
99,99,?,CN(C)CCNc1nc2sc3c(c2c(=O)n1-c1ccccc1)CCCCC3
102,98,?,Cc1cccn2c(=O)c3cc(C(=O)NC(C)c4ccccc4)c(=N)n(CCCn4ccnc4)c3nc12 (stereo unspecified)
100,100,?,Cc1nnc(NC(=O)c2ccccc2NC(=O)c2ccccc2)s1
108,102,?,Cc1c(O)ccc2c(CN3CCN(C/C=C/c4ccccc4)CC3)cc(=O)oc12
94,89,?,O=C(Nc1ccc(S(=O)(=O)N2CCOCC2)cc1)c1ccc2ncsc2c1
100,104,?,COc1cccc(Cn2c(=O)c3[nH]cnc3n(-c3ccccc3C)c2=O)c1
110,103,?,Cc1cc(C(=O)N/N=C/c2cc(Cl)cc([N+](=O)[O-])c2O)n[nH]1
99,105,?,CCOC(=O)N1CCN(C(=O)CS(=O)(=O)c2cn(Cc3ccc(F)cc3)c3ccccc23)CC1
104,102,?,COc1ccc(Cc2noc(-c3ccc([N+](=O)[O-])cc3)n2)cc1OC
101,96,?,Cc1cc(C)c(C(=O)COC(=O)c2ccc(NC(=O)CC#N)cc2)cc1C
90,91,?,COc1cc(C[C@H](C)[C@H](C)Cc2ccc3c(c2)OCO3)ccc1O
99,101,?,CCNC(=O)C(CCSC)NS(=O)(=O)c1ccc(C)cc1 (stereo unspecified)
97,97,?,CC(C)C(=O)NNC(=O)c1csc(CS(=O)(=O)c2ccc(Cl)cc2)n1
100,100,?,Oc1ccc(-c2nc3ccccc3s2)c(O)c1
102,100,?,O=C(OCCNc1ccc(C(F)(F)F)cc1[N+](=O)[O-])c1cc2ccccc2oc1=O
104,101,?,Cc1nn2c(NCCCN(C)C)c3c(nc2c1-c1ccccc1)CCCC3
101,101,?,CSc1nc2ccc(NC(=O)c3c(-c4ccccc4)noc3C)cc2s1
100,98,?,NC(=O)CC(NC(=O)c1ccccc1)c1ccc(NCCOc2ccccc2)c([N+](=O)[O-])c1 (stereo unspecified)
97,99,?,Cc1ccccc1S(=O)c1ccccc1C(=O)O (stereo unspecified)
102,102,?,Cc1nc2c(=O)n(-c3cccc(C(F)(F)F)c3)nc(C)c2s1
105,104,?,CCCc1cnc(NCCNCC(O)COc2ccc(Cl)c(Cl)c2)nc1 (stereo unspecified)
96,101,?,CC(C)(CO)Nc1nc(Cl)nc(NC2CCCCC2)n1
97,100,?,NNC(=O)Cc1csc(-c2ccccc2)n1
102,103,?,CCOC(=O)c1cc(-c2csc(-c3ccc(C(C)(C)C)cc3)n2)on1

RGS4-Gao reg,RGS8-Gao,RGS7-Gao,mol
103,101,?,O=C(NNC(=O)c1cnccc1C(F)(F)F)c1ccc(Cl)cc1
115,107,?,CC(C)C[C@H](NC(=O)c1nc[nH]c1C(=O)NCC(=O)OC(C)(C)C)C(=O)OCc1ccccc1
92,95,?,O=C(NNc1cc(Cl)ccc1Cl)C1CCC1
103,103,?,CN(Cc1cn(C)nc1-c1cccc(Cl)c1)Cc1nccn1C
100,101,?,COc1ccc(CCNC(=S)Nc2ccccc2)cc1
92,90,?,Cc1ccc(/C=C2/C(=O)ON=C2c2ccccc2)o1
102,101,?,CCN1CCN(Cc2ccc(NC(=O)c3ccc(C)c(NC(=O)c4ccno4)c3)cc2C(F)(F)F)CC1
90,92,?,O=C(N/N=C/c1cc2ccccc2[nH]1)c1ccccc1Cl
104,101,?,CCCc1nc(-c2cc3cc(C)ccc3[nH]c2=O)no1
100,101,?,CCOC(=O)C(=CNc1cc(C)ccc1[N+](=O)[O-])C(=O)OCC
94,99,?,Cn1nccc1NS(=O)(=O)c1ccc(C(C)(C)C)cc1
104,101,?,CC(/C=C/c1ccc2c(c1)OCO2)=N/NC(=O)c1ccncc1
109,96,?,NS(=O)(=O)c1ccc(O)c(NC(=O)c2ccc([N+](=O)[O-])o2)c1
88,93,?,COc1ccc(S(=O)(=O)N2CCOC2CNC(=O)C(=O)NCc2ccco2)cc1 (stereo unspecified)
101,100,?,CC(C)S(=O)(=O)C/C(N)=N/OC(=O)c1cc(Cl)cc(Cl)c1
101,101,?,O=c1cc(-c2ccccc2)oc2ccc(O)cc12
94,97,?,O=C1NCCN/C1=C\C(=O)c1ccc(F)cc1
96,97,?,CC(=O)c1ccc2c(c1)OCCOCCOc1ccc(C(C)=O)cc1OCCOCCO2
99,100,?,O=C(CN1CCCCC1)Nc1ccccc1Oc1ccccc1
100,101,?,Cc1cc2nc(=O)c(/C=C3\C=Nc4ccccc43)c(N)n2o1
100,103,?,CC(C)c1ccc(C(O)P(=O)(OCc2ccccc2)c2ccc(N(C)C)cc2)cc1 (stereo unspecified)
99,100,?,COc1cc(-c2nc(CN3CCCCC3CCNC(C)=O)c(C)o2)ccc1F (stereo unspecified)
96,100,?,COC(=O)c1ccc(C(=O)OC)c(=O)[nH]1
98,99,?,NC(N)=N/N=C/c1ccccc1Cl
105,103,?,CNC(=S)NNC(=O)c1cc(C(C)(C)C)nn1Cc1ccc(F)cc1

5 successive entries out of the list so far, for reference:
RGS4-Gao reg,RGS8-Gao,RGS7-Gao,mol
102,101,?,CCN1CCN(Cc2ccc(NC(=O)c3ccc(C)c(NC(=O)c4ccno4)c3)cc2C(F)(F)F)CC1
90,92,?,O=C(N/N=C/c1cc2ccccc2[nH]1)c1ccccc1Cl
104,101,?,CCCc1nc(-c2cc3cc(C)ccc3[nH]c2=O)no1
100,101,?,CCOC(=O)C(=CNc1cc(C)ccc1[N+](=O)[O-])C(=O)OCC
94,99,?,Cn1nccc1NS(=O)(=O)c1ccc(C(C)(C)C)cc1

(cont.)
RGS4-Gao reg,RGS8-Gao,RGS7-Gao,mol
106,102,?,CCOC(=O)C(=CNc1cc(C)ccc1-n1cccc1)C(=O)OCC
101,101,?,NN1C(=O)/C(=C\c2ccco2)SC1=S
97,97,?,Cc1cc(C)nc(S/C=C/C(=O)c2ccc(F)cc2)n1
98,99,?,CCC(C)Sc1cc(C(F)(F)F)c(C(=O)Nc2ccc(Cl)cc2)cn1 (stereo unspecified)
102,100,?,N#CC(C(=S)Nc1ccccc1)c1nc2ccccc2[nH]1 (stereo unspecified)
105,103,?,CN(c1ccccc1)S(=O)(=O)c1ccc(C(=O)OCC(=O)NC(N)=O)cc1
110,107,?,C/C=C/C(=O)N1CC2(CC(c3cccc(NC(=O)COc4ccc(Cl)cc4)c3)=NO2)C[C@@H]1C(N)=O (stereo partly specified)
101,102,?,Nc1nc(NCCN2CCOCC2)nc(NCc2ccccc2)c1[N+](=O)[O-]
102,100,?,ONC(=Nc1cccc(C(F)(F)F)c1)c1cccnc1
99,102,?,NS(=O)(=O)c1ccc(CCNC(=O)Cc2ccc(S(=O)(=O)N3CCCC3)s2)cc1
97,102,nt,COc1ccc([N+](=O)[O-])cc1NS(=O)(=O)c1cccc(C(=O)O)c1
101,101,?,O=S1(=O)C[C@@H](O)[C@@H](Nc2ccccc2)C1
101,98,?,O=C(CCCl)Nc1ccc(S(=O)(=O)NCc2ccco2)cc1
107,100,?,O=C(Cc1cccs1)N1CCN=C1SCc1cccc(F)c1
97,97,?,S=c1[nH]nc(-c2cccc3ccccc23)n1-c1cccnc1
96,103,?,CCOC(=O)C1=C(C)Nc2nc3ccccc3n2C1c1ccc(O)cc1 (stereo unspecified)
115,109,?,Cc1nc(-c2ccc(S(=O)(=O)Oc3ccc(Cl)cc3Cl)s2)cs1
101,111,?,CSc1nnc([C@H](Cc2c[nH]c3ccccc23)NC(=O)OC(C)(C)C)o1
91,99,?,O=C(Nc1ccc2oc(=O)ccc2c1)c1ccc(-c2cccc(Cl)c2)o1
96,98,?,Cc1[nH]c(C)c2c(=O)[nH]ncc12
92,94,?,Cc1ccc(C2NC(=NCc3ccccc3)Nc3nc(C)cc(=O)n32)cc1 (stereo unspecified)
114,110,?,CCOc1ccccc1NS(=O)(=O)c1cn(C)c(=O)n(C)c1=O
98,100,?,O=C(Nc1ccc(Cl)c(Cl)c1)c1ccc(Cl)c(Cl)c1
88,97,?,CCOC(=O)c1cc2c(=O)n3cccc(C)c3nc2n(CCOC)c1=NC(C)=O
100,99,?,COc1ccccc1/C=C/C=N/NC(=O)CC1C(=O)NN=C1C (stereo unspecified)

RGS4-Gao reg,RGS8-Gao,RGS7-Gao,mol
105,108,?,O=C1NC(=S)N/C1=C/c1cccnc1
103,102,?,CC(=O)Oc1ccc2occ(/C=N/c3cc(=O)[nH]c(=S)[nH]3)c(=O)c2c1
105,96,?,CCCCn1c(NCc2ccc(N(C)C)cc2)nc2ccccc21
122,112,?,COc1ccc(C(=O)Nc2c(C(C)(C)C)nn(C)c2C(C)(C)C)cc1
100,101,?,O=C(c1ccc(S(=O)(=O)N2CCOCC2)cc1)N(c1ccccn1)C1CCCCC1
101,100,?,O=C(NNC(=S)Nc1ccccc1)c1ccc(O)cc1
96,99,?,Cc1ccc2cc(C3CC(c4ccco4)=NN3S(C)(=O)=O)c(Cl)nc2c1 (stereo unspecified)
96,98,?,CCCCN(CC)Cc1c(O)ccc2c3c(c(=O)oc12)CCC3
97,100,?,O=C(CSc1n[nH]c(=O)n1-c1ccccc1)Nc1ccccc1
96,99,?,CN(C(=O)COC(=O)/C=C/c1cccc([N+](=O)[O-])c1)C1CCS(=O)(=O)C1 (stereo unspecified)

Single records, from the list above:
O=C(c1ccc(S(=O)(=O)N2CCOCC2)cc1)N(c1ccccn1)C1CCCCC1 in the list: RGS4-Gao reg = 100; RGS8-Gao = 101; RGS7-Gao = ?
O=C(NNC(=S)Nc1ccccc1)c1ccc(O)cc1 in the list: RGS4-Gao reg = 101; RGS8-Gao = 100; RGS7-Gao = ?
Cc1ccc2cc(C3CC(c4ccco4)=NN3S(C)(=O)=O)c(Cl)nc2c1 (stereo unspecified) in the list: RGS4-Gao reg = 96; RGS8-Gao = 99; RGS7-Gao = ?

Screening results deposited in PubChem BioAssay by NMMLSC.
